Source: PubChem (several laboratories)
CHRM5 PAM: positive allosteric modulators of human muscarinic M5 receptor; P08912; CHO-K1 hM5, Fluo-8 calcium, ACh EC20 PAM; 0% = ACh EC20, 100% = ACh EC100; activation, % at 3 µM; actives 0.3% (n = 360,000);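 active = activation above the run cutoff, the mean activation of all test compounds plus 3 SD, cut at about 18% in these data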
Target sequence (P08912 whole entry, looked up): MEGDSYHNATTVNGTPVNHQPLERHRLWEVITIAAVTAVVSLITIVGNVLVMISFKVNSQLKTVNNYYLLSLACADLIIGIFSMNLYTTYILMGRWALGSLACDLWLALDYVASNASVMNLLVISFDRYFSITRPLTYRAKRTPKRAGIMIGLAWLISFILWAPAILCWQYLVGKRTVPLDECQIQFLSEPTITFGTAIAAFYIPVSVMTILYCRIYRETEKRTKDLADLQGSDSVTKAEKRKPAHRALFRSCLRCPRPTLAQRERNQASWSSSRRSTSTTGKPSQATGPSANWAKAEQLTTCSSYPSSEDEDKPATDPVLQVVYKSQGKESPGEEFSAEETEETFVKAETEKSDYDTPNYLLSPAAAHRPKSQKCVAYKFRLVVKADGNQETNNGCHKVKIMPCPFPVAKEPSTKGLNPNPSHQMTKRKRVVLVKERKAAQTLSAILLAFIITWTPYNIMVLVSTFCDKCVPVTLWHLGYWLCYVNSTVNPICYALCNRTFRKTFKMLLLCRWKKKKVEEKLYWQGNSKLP
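System: CHO-K1 hM5 cells. Reagent: acetylcholine, EC20 level. Compound dosing: single dose, 3 µM nominal final test concentration. Timing: Post-acetylcholine fluorescence recording 140 s. Detection: Fluo-8 calcium fluorescence. Read-out: % activation, ACh-normalized. Benchmarks: ACh EC20 and EC100 wells. Repeats: singlicate, one well per test compound.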
CHRM5 antagonist: blocks acetylcholine activation of human M5 receptor | P08912 | CHO-hM5 cells, Fluo-8 calcium fluorescence, ACh EC80 | inhibition, % at 3 µM | actives 0.59% (n = 360,000);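 active = inhibition above a per-plate cutoff, the mean of that plate's test compounds plus 3 SD, cut at about 27% in these data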;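 note: 0% = acetylcholine EC80 with DMSO and 100% = DMSO without agonist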
CRFBP-R2 block: antagonists of CRF-binding protein/CRF-R2 receptor complex; HEK293 CRF-R2/CRF-BP, CRF-induced calcium fluorescence; inhibition, % at 11.8 µM; actives 0.59% (n = 350,000);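 active = inhibition of the ligand-induced calcium signal above about 50% at the single tested concentration, limit read from the data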
CHRM4 PAM: CHRM4 positive allosteric modulation; P08173; CHO-K1 hM4/Gqi5, Fluo-8 calcium fluorescence, ACh EC20; 0% = ACh EC20, 100% = maximal ACh; activation, % at 3 µM; actives 0.4% (n = 360,000);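 active = activation above its plate's cutoff, the mean activation of sample wells plus 3 SD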; note: some results filed as inactive read as strong as hits
Target sequence (P08173 whole entry, looked up): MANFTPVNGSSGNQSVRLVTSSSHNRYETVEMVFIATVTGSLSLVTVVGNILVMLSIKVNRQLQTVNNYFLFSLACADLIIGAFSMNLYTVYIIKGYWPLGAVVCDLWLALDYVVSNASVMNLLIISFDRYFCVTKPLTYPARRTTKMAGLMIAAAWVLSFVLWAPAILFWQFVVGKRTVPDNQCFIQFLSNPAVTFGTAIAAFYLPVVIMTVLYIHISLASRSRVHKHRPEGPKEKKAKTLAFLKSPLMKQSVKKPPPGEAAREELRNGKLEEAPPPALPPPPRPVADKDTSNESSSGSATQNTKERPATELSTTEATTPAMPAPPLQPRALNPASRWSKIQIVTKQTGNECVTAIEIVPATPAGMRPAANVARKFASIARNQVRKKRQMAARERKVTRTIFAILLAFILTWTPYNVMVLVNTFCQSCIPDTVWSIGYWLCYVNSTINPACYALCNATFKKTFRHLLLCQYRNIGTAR
M1 PAM: human CHRM1 positive allosteric modulation; CHO-K1 hM1, Fluo-8 calcium fluorescence, ACh EC20; 0% = ACh EC20, 100% = maximal ACh; activation, % at 3 µM; actives 0.088% (n = 360,000); in the data active = activation above about 19%, passing the limit was not always enough
M5 ag: CHRM5 agonism in calcium assay. AID 624037. P08912. actives 0.19% (n = 360,000). CHO-K1 hM5 cells, Fluo-8 calcium fluorescence; 0% DMSO wells, 100% maximal acetylcholine response. activation, % at 3 µM;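 active = activation above the run's mean over test compounds plus 3 SD, cut at about 23% in these data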;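 note: signal is peak over basal fluorescence ratio across the kinetic read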
CRFBP-R2 agonist: agonists of human CRF-binding protein/CRF-R2 receptor complex. activation, % at 13.2 µM. actives 0.46% (n = 350,000). HEK293 CRF-R2/CRF-BP, calcium dye fluorescence (FLIPR); percent of saturating CRF peptide response. AID 588473;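 active = activation of at least 50%, plus an integration ratio under a set limit after plate pattern correction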;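 note: plate controls were neutral control wells without compound for no effect and CRF at EC100 for full effect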
CHRM4 agonist: CHRM4 agonism in calcium assay; P08173; CHO-K1 hM4/Gqi5, Fluo-8 calcium fluorescence; vehicle 0%, full acetylcholine response 100%; activation, % at 3 µM; actives 0.14% (n = 360,000);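 active = activation above the run mean over all test wells plus 3 SD, cut at about 32% in these data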;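 note: peak over basal fluorescence ratio per well then scaled between controls; 0% = DMSO wells and 100% = acetylcholine at EC100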
CHRM4 antagonist: blocks acetylcholine activation of human M4 receptor; P08173; CHO-hM4 cells, ACh EC80, Fluo-8 calcium fluorescence; inhibition, % at 3 µM; actives 0.73% (n = 360,000); AID 624125;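 active = inhibition above its plate's cutoff, the mean inhibition of sample wells plus 3 SD, cut at about 27% in these data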;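 note: 0% = acetylcholine EC80 with DMSO and 100% = DMSO without agonist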
* marks the source's active call; other numbers are inactive results; x = not tested or not shown; & = joins results of further samples.

SMILES	CHRM5 PAM	CHRM5 antagonist	CRFBP-R2 block	CHRM4 PAM	M1 PAM	M5 ag	CRFBP-R2 agonist	CHRM4 agonist	CHRM4 antagonist
COc1ccc(-c2nc(CS(=O)(=O)CC(=O)NCc3ccc4c(c3)OCO4)c(C)o2)cc1	26*	-27	2	12	21	-2	0.0	0	-11
COc1ccc(Nc2ncnc3c2cnn3Cc2ccccc2)cc1	-2	3	-8	4	6	1	0.4	1	2
Cn1c(=O)c2c(nc(-n3ccnc3)n2Cc2ccc(Cl)cc2Cl)n(C)c1=O	-4	-5	-15	12	1	-4	-1.1	4	-12
CC(=O)Oc1ccc(C(=O)Cc2ccccn2)c(O)c1	3	0	15	2	-3	1	-1.6	2	-9
O=C(O)CCC(=O)N1CCc2cc(S(=O)(=O)NC3CCCc4ccccc43)ccc21 (configuration not stated)	-1	8	-2	-4	14	2	21	0	-3
NS(=O)(=O)c1ccc(NC(=O)N2c3ccccc3Sc3ccccc32)cc1	-6	0	-33	1	-1	-1	1.5	-1	-3
O=C(O)CSc1nnc(-c2ccc(Cl)cc2Cl)n1-c1ccc(Br)cc1	-3	6	-3	-5	9	1	-1.8	0	0
COC(=O)c1sc(N2C(=O)C(O)=C(C(=O)c3ccc(C)o3)C2c2cc(OC)ccc2OC)nc1C (configuration not stated)	8	-1	x	-2	2	-2	x	-1	-2
COc1ccc(NC(=O)c2ccccc2-c2ccccc2)c(C)c1	4	9	-7	-6	4	1	0.0	0	4
O=c1c2ccccc2ncn1-c1ccc(Cl)cc1	-8&1	10&8	-1&28	-4&-9	-1&4	0&0	-1.9&-0.2	0&8	7&-8
CN(C)S(=O)(=O)c1cc(NC(=O)CN2CCCc3ccccc32)ccc1Cl	1	8	-3	-3	-1	-11	-2.1	3	6
Cc1ccc(CSCC(=O)N(C)CC(=O)Nc2ccccc2Cl)cc1	-1	-1	-9	1	6	1	0.0	3	-1
CN(C(=O)COC(=O)CCC(=O)c1ccccc1)c1c(N)n(Cc2ccccc2)c(=O)[nH]c1=O	1	3	-5	11	5	-1	0.9	0	-10
Cc1cnc(C(=O)Nc2nc(-c3ccccc3)cs2)cn1	3	2	-4	6	8	2	0.1	1	2
O=C(Nc1cnccn1)Nc1ccc(Cl)cc1Cl	13	-8	-3	10	13	-2	-0.6	2	7
CNc1ncnc2c1ncn2[C@H]1CN(CCOC)C[C@@H](CO)O1	-1	-4	x	-1	3	1	x	0	-3
CCOC(=O)c1ccccc1NC(=O)CSc1nnc(C)c(=O)[nH]1	0	12	-7	-6	14	-3	-1.4	2	9
Cc1noc(C)c1-c1nc(CSc2ccccc2)no1	-7	17	5	-12	-7	-6	0.1	5	1
Cc1nc(=O)cc(-c2ccccc2)n1-c1ccccc1	0	-2	14	2	-8	0	0.2	5	2
COc1ccc(NC(=O)CCCCC(=O)Nc2ccc(OC)cc2OC)c(OC)c1	4	6	59*	-5	3	-2	2.1	1	1
Cc1cc(N2C(=O)C(=O)/C(=C(/O)c3ccc(Cl)cc3)C2c2cccc(Br)c2)no1 (configuration not stated)	0	-1	20	3	4	-2	-2.2	0	1
CC(C)[C@H](N)c1nnc(SC/C=C/c2ccccc2)o1	-2	7	3	-2	7	-1	-0.4	2	-6
COC(=O)Cn1ccc2cc(S(=O)(=O)N3CCCCC3)ccc21	0	-9	4	-1	1	-3	1.0	2	2
O=C(CSc1nc2c(sc3ccccc32)c(=O)n1CCO)NCc1ccco1	-9	0	-1	-1	-3	0	1.2	6	-2
Clc1cccc(Oc2cnns2)c1Cl	8	-10	11	15	2	-6	-0.6	0	-6

Profiles, quoted from the list. Order of values: CHRM5 PAM	CHRM5 antagonist	CRFBP-R2 block	CHRM4 PAM	M1 PAM	M5 ag	CRFBP-R2 agonist	CHRM4 agonist	CHRM4 antagonist
Cc1noc(C)c1-c1nc(CSc2ccccc2)no1 as listed: -7	17	5	-12	-7	-6	0.1	5	1
COC(=O)Cn1ccc2cc(S(=O)(=O)N3CCCCC3)ccc21 as listed: 0	-9	4	-1	1	-3	1.0	2	2
Cc1nc(=O)cc(-c2ccccc2)n1-c1ccccc1 as listed: 0	-2	14	2	-8	0	0.2	5	2

Some of these compounds in order of molar mass, high to low:
SMILES	CHRM5 PAM	CHRM5 antagonist	CRFBP-R2 block	CHRM4 PAM	M1 PAM	M5 ag	CRFBP-R2 agonist	CHRM4 agonist	CHRM4 antagonist
O=C(O)CSc1nnc(-c2ccc(Cl)cc2Cl)n1-c1ccc(Br)cc1	-3	6	-3	-5	9	1	-1.8	0	0
Cn1c(=O)c2c(nc(-n3ccnc3)n2Cc2ccc(Cl)cc2Cl)n(C)c1=O	-4	-5	-15	12	1	-4	-1.1	4	-12
CC(C)[C@H](N)c1nnc(SC/C=C/c2ccccc2)o1	-2	7	3	-2	7	-1	-0.4	2	-6
Cc1noc(C)c1-c1nc(CSc2ccccc2)no1	-7	17	5	-12	-7	-6	0.1	5	1

The results go on.
SMILES	CHRM5 PAM	CHRM5 antagonist	CRFBP-R2 block	CHRM4 PAM	M1 PAM	M5 ag	CRFBP-R2 agonist	CHRM4 agonist	CHRM4 antagonist
CCn1ncc(S(=O)(=O)N2CCN(c3cccc(OC)c3)CC2)c1C	-1	10	-6	-3	-7	-4	-1.0	2	-1
Cc1c(NC(=O)c2cc(-c3ccc(Cl)cc3)on2)c(=O)n(-c2ccccc2)n1C	-1	16	-26	-2	3	-2	-0.5	3	4
CCOC(=O)c1c(C)oc2ccc(OC(=O)N3CCOCC3)cc12	-1	-5	-3	2	0	-1	1.0	3	-3
CC1(C)Cc2ccccc2C(=NCCCC(=O)O)N1	0	-8	3	1	5	0	1.0	0	4
COc1ccc(C(=O)NC2=NCCS2)c(OC)c1	-3	7	1	-3	24	-4	-1.3	2	-3
CCn1ccnc1CNC(=O)CC1C(=O)NCCN1Cc1ccc(F)cc1Cl (configuration not stated)	4	-5	-19	4	7	-1	5.0	0	6
O=NNc1nc2ccccc2n1Cc1ccccc1	-2	12	-8	-1	4	-2	-0.8	2	6
CC1C(=O)CCN(C(C)(C)C)C1C (configuration not stated)	5	-7	0	7	4	0	-2.3	1	4
COc1ccc(CCN(Cc2cc3cc(C)ccc3[nH]c2=O)C(=O)N2CCCC2)cc1OC	8	-8	-7	22	5	-3	-1.5	1	-22
O=C(CSc1nc2ccc(Nc3nc(N4CCOCC4)nc(N4CCOCC4)n3)cc2s1)Nc1ccccc1F	-1	-4	6	-3	3	-1	1.0	2	3
O=c1[nH][nH]cc1C=Nc1ccccc1Cl	-9	4	14	-4	7	4	-0.7	1	-8
Cc1ccc2c(c1)N(CC(=O)NC1CCCC1)C(=O)CO2	2	6	0	5	-1	-4	-0.3	-1	1
c1ccc(-n2cnc3cc(NCc4ccncc4)ccc32)cc1	4	-3	10	-4	5	-4	-0.2	3	-3
Cc1cc(=O)n2[nH]c(-c3ccc(Cl)cc3)cc2n1	-6	-9	2	2	7	-3	0.8	0	-6
Cc1cc(C)c2c(N)c(C(=O)N/N=C/c3cccs3)sc2n1	3	1	-29	1	7	-2	-3.7	0	-4
CCOC(=O)N1CCN(C(=O)c2ccc(Cn3c(=S)[nH]c4ccc(Br)cc4c3=O)cc2)CC1	0	-1	-8	1	2	-3	1.3	-1	-10
CC(=O)Nc1ccc(OC(=O)c2cccnc2)cc1	1	-6	-1	0	8	-1	-0.3	1	-4
CC(C)Oc1cccc(C(=O)Nc2nnc([C@H]3C[C@H](O)[C@@H](CO)O3)s2)c1	-2	6	x	0	14	1	x	0	-14
CCC(=O)c1ccc(OCC(O)Cn2cnc3ccccc32)cc1 (configuration not stated)	-5	2	-6	-2	-2	-2	3.6	6	-2
CCN(CC)CCCN(Cc1cc2cc3c(cc2[nH]c1=O)OCO3)C(=S)NCCOC	5	-8	-4	0	2	-4	1.4	1	-19
COc1ccc(S(N)(=O)=O)cc1C(=O)OCC(=O)Nc1ncc(Cl)c(C)c1Cl	-3	11	4	-3	0	0	-1.6	1	5
Cn1c(=O)c2ccccc2n(CC(=O)NC2CCCC2)c1=O	7	-1	35	5	8	-3	-0.7	1	4
CCN(CC)S(=O)(=O)c1cccc(-c2nnc(SCc3nnc(-c4cccs4)o3)n2N)c1	-3	-2	-10	-5	7	-1	0.2	2	2
CN(C)c1ccc(/C=N/Nc2cccc(C(=O)O)c2)cc1	-3	-2	22	-3	-2	-2	-3.7	0	-21
COC(=O)C(C(=O)OC)c1ccc(-n2cccc2)cc1	0	2	7	-2	12	-5	-4.2	2	-7
SMILES	CHRM5 PAM	CHRM5 antagonist	CRFBP-R2 block	CHRM4 PAM	M1 PAM	M5 ag	CRFBP-R2 agonist	CHRM4 agonist	CHRM4 antagonist
O=C1C2C3C=CC(CC3)C2C(=O)N1/N=C/c1ccc(O)c(O)c1 (configuration not stated)	5	2	-8	3	4	1	-0.9	1	4
Cc1ccc2cccc(OCc3ccc(F)cc3)c2n1	-4	6	-3	-4	10	-3	3.0	1	-13
COc1ccc2nc(Nc3nc4ccc(NC(C)=O)cc4s3)sc2c1	-4	0	-6	9	1	-1	-2.4	1	-2
CCCc1cc(C(=O)NCc2cccs2)no1	-2	1	8	-2	-6	0	-1.8	0	-11
C/C(=N\NC(=O)c1nc2ccccn2c1C)c1cc2ccccc2o1	-2	1	-14	16	5	-4	-1.8	2	-9
Cc1ccccc1CNC(=O)c1cc(COc2ccc(F)cc2F)on1	4	1	-1	7	3	-2	0.9	2	-8
O=C(CCN1C(=O)/C(=C/c2cccc(Br)c2)SC1=S)Nc1cccnc1	-2	-7	-19	0	13	0	1.8	1	3
COc1ccc2cc(C(=O)N3CCN(c4ccccc4OC)CC3)[nH]c2c1	-7	5	-9	1	15	-1	-1.3	9	-10
CCOC(=O)C1=C(COC(=O)COc2ccc(C(C)=O)cc2)NC(=O)NC1C (configuration not stated)	-6	1	-7	-7	-2	8	0.6	11	-2
Cc1cc(S(=O)(=O)N2CCCCC2)c(C)s1	-10	18	-5	1	5	-6	-2.6	-1	-17
CCCN(CC(=O)Nc1ccccc1OC)C(=O)C1CCCC1	-4	9	4	-1	6	2	-3.5	1	-7
Cc1cc(C)cc(N(CC(=O)NC2CCCC2)C(=O)CNC(=O)c2cccs2)c1	2	2	-10	8	10	-2	3.2	3	-28

Quoted from the listing:
Reading for COc1ccc2nc(Nc3nc4ccc(NC(C)=O)cc4s3)sc2c1 in CHRM5 PAM: -4
Reading for COc1ccc2cc(C(=O)N3CCN(c4ccccc4OC)CC3)[nH]c2c1 in CHRM4 antagonist: -10
Reading for CCCN(CC(=O)Nc1ccccc1OC)C(=O)C1CCCC1 in CHRM4 antagonist: -7
Reading for C/C(=N\NC(=O)c1nc2ccccn2c1C)c1cc2ccccc2o1 in CHRM5 antagonist: 1
Reading for CCOC(=O)C1=C(COC(=O)COc2ccc(C(C)=O)cc2)NC(=O)NC1C (configuration not stated) in CHRM4 agonist: 11
